Bioassay records: PubChem BioAssay, National Center for Advancing Translational Sciences (NCATS)
AmpC no deterg – qHTS Inhibitors of AmpC Beta-Lactamase (assay without detergent) | P00811 | AmpC nitrocefin hydrolysis, absorbance 480 nm, 0.0001% Triton | Potency, µM (top dose mostly 57.1 µM), inactives show at the highest dose activity change, negative = inhibition, usual class: inhibitors | actives 0.52% (n = 330,000);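 note: potency is the fitted concentration of half-maximal effect; plate controls were no compound for no effect and no enzyme for full effect; nearly all actives have a fitted effect of over 20% in size; some results filed as inactive show a strong effect at the top dose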
Target sequence (P00811 whole entry, looked up): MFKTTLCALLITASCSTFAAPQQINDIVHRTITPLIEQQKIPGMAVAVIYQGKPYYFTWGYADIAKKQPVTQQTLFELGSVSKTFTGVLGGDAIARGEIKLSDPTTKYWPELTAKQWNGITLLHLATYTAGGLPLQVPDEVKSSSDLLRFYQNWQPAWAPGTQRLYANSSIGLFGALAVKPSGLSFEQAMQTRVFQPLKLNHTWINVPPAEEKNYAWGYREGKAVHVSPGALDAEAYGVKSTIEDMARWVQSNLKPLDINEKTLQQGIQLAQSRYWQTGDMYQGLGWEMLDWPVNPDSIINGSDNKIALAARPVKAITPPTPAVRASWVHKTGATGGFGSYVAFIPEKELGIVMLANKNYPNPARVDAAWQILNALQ
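AmpC (5.3 nM in the dispensed reagent) in 20 mM phosphate pH 7.0 with 0.01% (detergent screen) or 0.0001% Triton X-100 was preincubated with compounds for 15 min at room temperature. Nitrocefin was then added from an 800 uM solution, and hydrolysis was followed at 480 nm.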
Sm TGR block – qHTS Assay for the Inhibitors of Schistosoma Mansoni Peroxiredoxins; AID 485364, 2010; Potency, µM (doses to about 114 µM), for inactives: at the top dose activity change, negative = inhibition, actives largely listed as inhibitors; purified TGR, DTNB reduction, TNB absorbance 405 nm; actives 3% (n = 360,000); Schistosoma mansoni thioredoxin glutathione reductase (TGR), Q962Y6; note: potency is the fitted concentration of half-maximal effect; nearly all actives have a fitted effect of over 60% in size
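First, TGR (20 nM dispensed) and NADPH were mixed with compound. Second, a 15 min room-temperature incubation followed. Third, further NADPH and then DTNB were added to start the reaction. Finally, TNB absorbance was monitored kinetically.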
AmpC inh detg – qHTS Inhibitors of AmpC Beta-Lactamase (assay with detergent). actives 0.041% (n = 370,000). P00811. AmpC hydrolysis of nitrocefin, absorbance 480 nm, 0.01% Triton. AID 485294, 2010. Potency, µM (doses to about 114 µM), inactives show top-dose activity change, negative = inhibition, usual class: inhibitors;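 note: potency is the fitted concentration of half-maximal effect; 0% = no-compound wells and -100% = no-enzyme wells; nearly all actives have a fitted effect of over 25% in size; some results filed as inactive show a strong effect at the top dose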
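AmpC (5.3 nM in the dispensed reagent) in 20 mM phosphate pH 7.0 with 0.01% (detergent screen) or 0.0001% Triton X-100 was preincubated with compounds for 15 min at room temperature. Nitrocefin was then added from an 800 uM solution, and hydrolysis was followed at 480 nm.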
AMA1-RON2 inh – qHTS for Inhibitors of AMA1-RON; Towards Development of Antimalarial Drug Lead: Primary Screen; Potency, µM (top dose mostly 58.2 µM), for the others: at the highest dose activity change, negative = inhibition, most hits filed as inhibitors; AlphaScreen AMA1-biotinylated RON2 peptide binding; actives 0.2% (n = 360,000); Plasmodium falciparum AMA1 (3D7) - RON2 peptide interaction;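 note: potency is the fitted concentration of half-maximal effect; 0% = vehicle wells and -100% = peptide control; nearly all actives have a fitted effect of over 45% in size; some results filed as inactive show a strong effect at the top dose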
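AMA1 (3D7) with his tag at 25 nM final met compounds first, then biotinylated RON2 peptide at 25 nM; detection used donor plus acceptor beads, 10 µg/mL apiece, read by AlphaScreen after 30 min at room temperature.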
HCMV inh – qHTS Assay for inhibitors of the human cytomegalovirus (HCMV); HFF cells, HCMV-luciferase reporter, 72 h; hits give low values; activity change, negative = inhibition, % at 57.5 µM; actives 4.5% (n = 410,000); AID 1259415, 2018; in the data active = activity change below about -60%; inconclusive = no clear call, values can overlap the other calls; inactive = above about -39%
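Two-dose cell screen: HFF monolayers treated with compounds and infected with luciferase-expressing HCMV at 1 PFU/cell, 72 h at 37C, then lysed for luciferase measurement.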
FBPA Giardia inh – qHTS Assay for Inhibitors of Fructose-1,6-bisphosphate Aldolase from Giardia Lamblia; purified Giardia FBPA; Potency, µM (doses to about 59.6 µM), inactives show at the highest dose activity, negative = inhibition, most hits filed as inhibitors; actives 0.71% (n = 290,000); AID 2451, 2010; note: potency is the fitted concentration of half-maximal effect; nearly all actives have a fitted effect of over 55% in size
Target sequence (A8B2U2 whole entry, looked up): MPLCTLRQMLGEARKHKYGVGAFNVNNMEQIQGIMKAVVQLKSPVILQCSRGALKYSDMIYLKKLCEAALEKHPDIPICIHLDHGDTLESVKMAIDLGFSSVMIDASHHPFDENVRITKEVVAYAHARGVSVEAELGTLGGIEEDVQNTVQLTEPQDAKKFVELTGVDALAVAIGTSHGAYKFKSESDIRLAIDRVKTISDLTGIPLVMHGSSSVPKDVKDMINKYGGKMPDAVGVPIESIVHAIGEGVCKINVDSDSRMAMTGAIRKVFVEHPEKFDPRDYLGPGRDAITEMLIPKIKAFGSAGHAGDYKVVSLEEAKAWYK
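40 nM FBPA preincubated 10 min at RT with compound (up to 57.5 uM final), then substrate plus GAPDH/TPI/NAD/arsenate coupling and diaphorase/resazurin added. Fluorescence read after 20 min at RT, 525/598 nm.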
An asterisk follows results filed as active; ? = inconclusive; / = not tested or not shown; & = joins results of further samples; [ ] = another dose, or the depositor's remark. Unless noted, calls come from the whole dose curve; as a rule, active = well fitted curve in the direction sought with a large enough effect; inconclusive = small, poorly fitted or top-dose-only effect, or another doubt; inactive = no such curve, though single readings can be large; an effect the other way counts as inactive or inconclusive. Unless noted, % is set by controls: 0 for no effect and ±100 for the full control effect. Hits appear at their usual frequency; about 7.8% have a hit in one of these screens.

No.	smiles	HCMV inh	AmpC inh detg	Sm TGR block
1	O=C(Nc1cccc2ncccc12)c1ccccc1[N+](=O)[O-]	22	6%	?
2	O=C(NC1C2CC3CC(C2)CC1C3)c1ccc(Br)o1 (stereo unspecified)	-29	5%	10%
3	CN1CCN(c2ccc(Cl)cc2NC(=O)c2ccc([N+](=O)[O-])cc2)CC1	-6	-13%	2%
4	Cc1nc(=O)c(-c2ccccc2)c(C)n1-c1ccc(S(N)(=O)=O)cc1	40	-5%	8%
5	Cc1noc(NC(=O)c2cccc(C(F)(F)F)c2)c1Cl	-16	2%	/
6	CCCCc1ccc(NC(=S)N2CCCC2)cc1	63	2%	7%
7	O=C(CSc1ccsc1[N+](=O)[O-])N1CCN(c2ccc(Cl)cc2)CC1	-12	-13%	-34%
8	FC(F)(F)c1nnc(-c2ccccc2)nc1Oc1ccc(Cl)cc1Cl	-20	8%	-4%
9	CCOC(=O)C1CCCN(C(=O)Cn2nc(C)n3nc(-c4ccccc4)cc3c2=O)C1 (stereo unspecified)	?	-1%	-13%
10	Cc1ccc(-c2nc(C)c(CCNC(=O)C(=O)Nc3cc(C)ccc3C)s2)cc1	12	-1%	-1%

No.	AmpC no deterg	AMA1-RON2 inh	FBPA Giardia inh
1	-7%	5%	9%
2	-3%	-8%	18%
3	-14%	0%	0%
4	-7%	3%	2%
5	-11%	4%	-10%
6	-1%	-5%	/
7	-27%	5%	3%
8	-16%	2%	-14%
9	133%[activator]	0%	/
10	/	/	/

2 compounds picked at random from those above, as already listed:
No.	smiles	HCMV inh	AmpC inh detg	Sm TGR block
3	CN1CCN(c2ccc(Cl)cc2NC(=O)c2ccc([N+](=O)[O-])cc2)CC1	-6	-13%	2%
10	Cc1ccc(-c2nc(C)c(CCNC(=O)C(=O)Nc3cc(C)ccc3C)s2)cc1	12	-1%	-1%

No.	AmpC no deterg	AMA1-RON2 inh	FBPA Giardia inh
3	-14%	0%	0%
10	/	/	/

Next section:
No.	smiles	HCMV inh	AmpC inh detg	Sm TGR block
11	COc1cccc(C(=O)Nc2cccc(-c3cn4c(C)csc4n3)c2)c1OC	8	1%	-7%
12	Cc1ccc(C(=O)c2cc3ccccc3o2)cc1C	76	-9%	8%
13	N#CC1(NC(=O)COc2ccccc2[N+](=O)[O-])CCCCC1	-1	?	?
14	COc1cc(OC)cc(C(=O)NCC(=O)OCC(=O)NC(C)(C)C)c1	-18	-6%	6%
15	O=c1nc(N2CCCC2)nc(N2CCCC2)[nH]1	-23	-11%	-22%
16	O=C(Nc1ccccc1C(=O)O)c1ccc(NC(=O)C2CCCCC2)cc1	63	3%	-29%
17	Cc1cc(C)c(S(=O)(=O)Nn2cnnc2)c(C)c1	24	1%	4%
18	CC(C)N(C(=O)[C@H]1C[C@H](CC(=O)NCCCn2ccnc2)C(=O)N2CCc3c([nH]c4ccc(Cl)cc34)[C@]12C)C(C)C	-15	/	/
19	COc1ccc(-c2nnc(SCC(=O)Nc3cc(C)on3)n2C)cc1OC	18	1%	7%
20	CC1SCC(=O)N(CC(=O)Nc2ccc3c(c2)OCO3)C1=O (stereo unspecified)	-19	-8%	0%

No.	AmpC no deterg	AMA1-RON2 inh	FBPA Giardia inh
11	/	/	/
12	-40%	28%	-11%
13	?	-4%	/
14	-2%	-7%	3%
15	-19%	-2%	1%
16	-22%	-9%	-9%
17	0%	0%	-2%
18	271%[activator]	-13%	/
19	-8%	0%	3%
20	-21%	0%	4%

(cont.)
No.	smiles	HCMV inh	AmpC inh detg	Sm TGR block
21	COc1ccc(OCCN2CCN(C(=O)c3ccc(OC)c(OC)c3)CC2)cc1	-14	-5%	-8%
22	CC(C)c1nc(NCC2CCCO2)c(C#N)c2c1COC(C)(C)C2 (stereo unspecified)	44	-1%	-1%
23	C=CCNC(=O)c1onc(CSc2ccccc2F)c1C(=O)O	38	?	-6%
24	O=S(=O)(Nc1ccc2oc3c(c2c1)CCCC3)c1cc(Cl)ccc1Cl	4	11%	6%
25	COc1cc2c(cc1OC)CN(C(=O)Cn1ccccc1=O)CC2	/	?	-24%
26	C(=N\Nc1nncc2ccccc12)/c1ccccn1	-98*	-7%	-6%
27	COc1ccc(C(=O)CSc2[nH]c(=O)cc(C(F)(F)F)c2C#N)cc1	49	6%	13%
28	COC(=O)c1sccc1S(=O)(=O)N(CC(=O)NCc1ccccc1)c1ccc(C)c(C)c1	1	1%	1%
29	CCn1c(-c2cc(-c3ccc(C)cc3)nc3ccccc23)n[nH]c1=S	-13	?	-3%
30	O=[N+]([O-])c1ccc(NC(=S)NCCc2ccc(F)cc2)cc1	-98*	-2%	-24%

No.	AmpC no deterg	AMA1-RON2 inh	FBPA Giardia inh
21	52%	-4%	9%
22	42%	-3%	1%
23	-8%	3%	1%
24	/	/	/
25	-15%	?	-15%
26	-5%	97%[activator]	-17%
27	-28%	-6%	0%
28	/	/	/
29	-28%[11.4 µM]	38%[activator]	0%
30	-31%	-4%	-4%

Look-ups from above:
AmpC no deterg with CC(C)c1nc(NCC2CCCO2)c(C#N)c2c1COC(C)(C)C2 (stereo unspecified) : 42%
FBPA Giardia inh with C(=N\Nc1nncc2ccccc12)/c1ccccn1 : -17%
HCMV inh with O=S(=O)(Nc1ccc2oc3c(c2c1)CCCC3)c1cc(Cl)ccc1Cl : 4
Sm TGR block with COc1cccc(C(=O)Nc2cccc(-c3cn4c(C)csc4n3)c2)c1OC : -7%
Sm TGR block with O=c1nc(N2CCCC2)nc(N2CCCC2)[nH]1 : -22%

(cont.)
No.	smiles	HCMV inh	AmpC inh detg	Sm TGR block
31	COCCNc1nc2c(c(=O)n(Cc3cccc(Br)c3)c(=O)n2C)n1C	14&8	0%&4%	5%&10%
32	Cn1c(=O)c2c(nc(SCc3ccccc3)n2Cc2ccc(Cl)cc2)n(C)c1=O	-19	-11%	1%
33	CC1CCCN(Cc2cnc(Cl)s2)C1 (stereo unspecified)	20	2%	6%
34	COc1ccccc1N(C)S(=O)(=O)c1ccc(C(=O)Nc2nc(C)cs2)cc1	-18	-1%	-2%
35	COc1ccc(-n2nc3c(c2NC(=O)c2ccco2)CS(=O)(=O)C3)cc1	-5	0%	45µM*
36	Cc1cc(C(=O)OCCO)c(C#N)c(N)n1	-15	-4%	3%
37	CC(C)CC(NC(=O)CCCNC(=O)CCC(=O)OC1O[C@H]2OC3(C)CC[C@H]4[C@H](C)CCC(C1C)C24OO3)C(=O)O (stereo partly specified)	-63*	-12%	0%
38	CCOC(=O)c1c(C)[nH]c(C)c1S(=O)(=O)N1CCCC(C(=O)NCc2cccc(C)c2)C1 (stereo unspecified)	0	0%	-1%
39	CN(C)C(=S)SSC(=S)N(C)C	-99*	79µM*	-33%
40	Cc1cc(C)cc(NC(=O)N2CCN(c3cc(-c4noc(C)n4)ccc3C)CC2)c1	?	-1%	-3%

No.	AmpC no deterg	AMA1-RON2 inh	FBPA Giardia inh
31	61%[activator]	5%	27%
32	-18%	5%	-3%
33	?	-8%	4%
34	-31%	-17%	-8%
35	-30%	-5%	-1%
36	-15%	1%	4%
37	17%	10%	4%
38	/	/	/
39	?	-2%	40µM*
40	/	/	/

Additional results:
No.	smiles	HCMV inh	AmpC inh detg	Sm TGR block
41	O=C(/C=C/c1ccc(Cl)cc1Cl)Nc1cccc(S(=O)(=O)NC2=NCCCCC2)c1	23	10%	5%
42	COc1ccc(C(=O)NC(=S)N(Cc2ccccc2)Cc2ccccc2)cc1	19	-1%	-9%
43	CC(=O)Nc1cccc(-c2nc3ccccc3[nH]2)c1	15	1%	4%
44	Cc1cc(Br)ccc1NC(=O)c1sc2ncn(Cc3ccccc3Cl)c(=O)c2c1C	9	3%	8%
45	CC1(c2cccc(Br)c2)NC(=O)N(CC(=O)Nc2ccc(F)cc2)C1=O (stereo unspecified)	0	?	-3%
46	O=C(Nc1cc(C(F)(F)F)cc(C(F)(F)F)c1)Nc1cnn(-c2ccc([N+](=O)[O-])cc2)c1C(F)(F)F	-26	7%	-2%
47	Cc1ccc(-n2c(=O)c3c(C)c(C(=O)N(C)C)sc3n(Cc3ccccc3C)c2=O)cc1C	58	8%	7%
48	CCN(C(=O)COC(=O)c1ccccc1NCCO)c1cccc2ccccc12	-15	-20%	-1%
49	CCOc1ccc(C(O)(CCC(C)C)C(CN2CCOCC2)c2ccccc2)cc1 (stereo unspecified)	?	-18%	1%
50	COc1cc2c(cc1OC)C(c1ccccc1[N+](=O)[O-])N(C(C)=O)CC2 (stereo unspecified)	26	-14%	0%

No.	AmpC no deterg	AMA1-RON2 inh	FBPA Giardia inh
41	-7%	-3%	-2%
42	-32%	13%	4%
43	-4%	6%	-11%
44	/	/	/
45	-26%	-6%	-9%
46	-23%	-7%	1%
47	/	/	/
48	113%[activator]	2%	/
49	214%[activator]	-3%	-26%
50	-2%	2%	12%

Further results follow.
No.	smiles	HCMV inh	AmpC inh detg	Sm TGR block
51	COC(=O)Cn1cc(/C=C/c2cc[n+](C)cc2)c2ccccc21	20	?	-2%
52	COc1cccc(C2c3[nH]c4ccccc4c3C[C@H]3C(=O)N(C4CCN(Cc5ccccc5)CC4)CC(=O)N23)c1 (stereo partly specified)	-5	-2%	0%
53	O=C(NN1CCCCC1)c1ccccc1	-7	-7%	-4%
54	CCOC(=O)CSc1ccc(C(=O)NCCN2CCOCC2)cc1[N+](=O)[O-]	27	-7%	-2%
55	CCOc1ccc(C(=O)CCc2nc3ccccc3s2)cc1	-17	-6%	9%
56	Cc1ccc(C(=O)Nc2cccc(C(=O)N/N=C/c3ccc(O)cc3)c2)cc1	27	2%	-8%
57	COCCNC(=O)CN1C(=O)CC(C)(C)S(=O)(=O)c2ccccc21	-18	-9%	-7%
58	CC(C)n1c(-c2ccccc2)nc(=S)c2c1CCCC2	-7	-7%	?
59	Cc1cc(C)c2c(=O)[nH]c(SCC(=O)NCc3ccccc3)nc2n1	125	5%	5%

No.	AmpC no deterg	AMA1-RON2 inh	FBPA Giardia inh
51	-7%	0%	?
52	131%[activator]	-25%	7%
53	-24%	-10%	1%
54	3%	-6%	1%
55	3%	3%	-6%
56	-46%	-9%	5%
57	-4%	5%	3%
58	-19%	/	-2%
59	-3%	4%	-11%
